# Assay outcomes as filed in PubChem.
# CRFR2-BP antag: antagonists of CRF-BP/CRF-R2 complex, primary screen, cell-based, HEK293, calcium dye fluorescence, uHTS. inhibition, % at 11.8 µM. AID 588475, 2011. CRF-induced calcium fluorescence. 350,000 tested, 0.59% active;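 active = inhibition of the ligand-induced calcium signal above about 50% at the single tested concentration, limit read from the data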
# p-CIP stab down: p/CIP-EGFP fusion destabilizers, primary screen, fluorescence, F442A cells; 16 h; decrease of EGFP signal, % at 10 µM; 290,000 tested, 0.01% active;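 active = EGFP signal decrease of at least 30% at 10 µM or well 3 SD below plate mean, unless failing retest; inactive = the rest, including hits failing retest or dose response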; also: some compounds called inactive have numbers as strong as hits; many of its hits are not listed in these tables
# IDE inh: human IDE inhibitors in live cells, primary screen, fluorescence polarization, HEK cells, FAbetaB substrate. FAbetaB cleavage. inhibition, % at 5.59 µM. 320,000 tested, 0.41% active;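 active = percent inhibition above the average of all tested compounds plus 3 SD, set per screening campaign, cut at about 16% in these data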;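 also: IDE supplied by intact live HEK cells; FP after avidin binding of uncleaved biotin substrate so inhibition keeps polarization high; 0% = DMSO wells and 100% = 60 µM reference IDE inhibitor Ii1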
# Target sequence (P14735 whole entry, looked up): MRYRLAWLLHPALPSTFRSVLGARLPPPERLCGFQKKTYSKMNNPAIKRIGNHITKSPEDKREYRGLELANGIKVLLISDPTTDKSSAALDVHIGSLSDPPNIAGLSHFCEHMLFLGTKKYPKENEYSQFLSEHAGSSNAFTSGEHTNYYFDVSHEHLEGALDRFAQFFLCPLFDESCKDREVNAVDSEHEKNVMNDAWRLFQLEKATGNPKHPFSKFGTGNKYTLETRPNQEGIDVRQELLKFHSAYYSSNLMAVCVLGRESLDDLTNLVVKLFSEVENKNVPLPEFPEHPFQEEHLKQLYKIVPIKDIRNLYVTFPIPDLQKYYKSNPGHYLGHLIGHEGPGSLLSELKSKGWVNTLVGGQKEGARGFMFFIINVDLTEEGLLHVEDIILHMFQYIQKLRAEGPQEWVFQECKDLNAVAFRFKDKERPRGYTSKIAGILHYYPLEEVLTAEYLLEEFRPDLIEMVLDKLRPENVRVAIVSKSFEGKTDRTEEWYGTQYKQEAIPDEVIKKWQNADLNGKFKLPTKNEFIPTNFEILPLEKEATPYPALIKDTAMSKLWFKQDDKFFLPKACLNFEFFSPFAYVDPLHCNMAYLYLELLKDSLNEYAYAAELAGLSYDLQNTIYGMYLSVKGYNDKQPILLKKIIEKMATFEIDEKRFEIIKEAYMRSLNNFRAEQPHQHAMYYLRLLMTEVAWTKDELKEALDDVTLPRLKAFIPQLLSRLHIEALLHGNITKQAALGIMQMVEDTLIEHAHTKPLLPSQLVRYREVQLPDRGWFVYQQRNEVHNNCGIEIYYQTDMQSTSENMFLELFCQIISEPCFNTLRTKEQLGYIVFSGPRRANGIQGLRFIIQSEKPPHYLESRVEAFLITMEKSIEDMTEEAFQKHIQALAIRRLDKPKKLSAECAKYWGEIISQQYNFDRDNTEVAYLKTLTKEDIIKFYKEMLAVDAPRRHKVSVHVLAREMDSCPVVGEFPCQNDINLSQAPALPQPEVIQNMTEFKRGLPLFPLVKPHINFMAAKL
# VIM-2 inh: VIM-2 metallo-beta-lactamase inhibitors, primary screen, biochemical, epi-absorbance readout, Pseudomonas aeruginosa enzyme; purified VIM-2, nitrocefin hydrolysis, epi-absorbance fluorescence; inhibition, % at 5.6 µM; 290,000 tested, 0.89% active;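 active = inhibition above the mean of all tested compounds plus 3 SD, cutoff set per screening run, cut at about 7.5% in these data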;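 also: red hydrolysis product quenches plate fluorescence so inhibitors raise well fluorescence; 0% = enzyme with DMSO and 100% = DMSO without enzyme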
# SUMO HTRF inh: inhibitors of in vitro SUMOylation cascade, primary screen, biochemical, HTRF, uHTS; SUMO-conjugating enzyme UBC9 (Homo sapiens), P63279; HTRF SUMOylation assay, SAE1/SAE2 + UBC9; inhibition, % at 35 µM; 290,000 tested, 0.36% active; AID 2006, 2009; in the data active = inhibition above about 50%, passing the limit was not always enough; also: strong numbers were not always called active
# IMP-1 inhibitor: IMP-1 metallo-beta-lactamase inhibitors, primary screen, biochemical, epi-absorbance readout, Pseudomonas aeruginosa enzyme; metallo-beta-lactamase IMP-1 (Pseudomonas aeruginosa); purified IMP-1, nitrocefin hydrolysis, epi-absorbance fluorescence; inhibition, % at 5.6 µM; 290,000 tested, 0.45% active; AID 1556, 2009;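 active = inhibition above the mean plus 3 SD of all compounds in the same screening run, cut at about 4.5% in these data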;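 also: 0% = IMP-1 with DMSO and 100% = DMSO wells lacking enzyme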
#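 System: Purified IMP-1 | Read-out basis: Percent enzyme inhibition | Controls: IMP-1 with DMSO as 0%, enzyme-free DMSO as 100% | Replicates: One well per compound | Doses: 5.6 µM nominal single concentration | Detection: Epi-absorbance fluorescence, 480 nm excitation, 530 nm emission | Incubation: 25 °C, 15 min preincubation, 25 min reaction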
# IDE cell activ: human IDE activators in live cells, primary screen, fluorescence polarization, HEK cells, FAbeta-B substrate | Insulin-degrading enzyme (Homo sapiens), P14735 | FAbeta-B cleavage; 0% vehicle, 100% cell-free pure enzyme wells | activation, % at 5.96 µM | 340,000 tested, 0.073% active;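 active = activation above the mean of all tested compounds plus 3 SD, set per screening campaign, cut at about 17% in these data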
# HCV NS3 hel inh: inhibitors of HCV NS3 helicase, primary screen, biochemical, Cy5 molecular beacon fluorescence. Hepatitis C virus NS3 helicase. 290,000 tested, 0.56% active. NS3 helicase DNA unwinding. inhibition, % at 10.9 µM;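 active = inhibition above the mean of all tested compounds plus 3 SD, set per campaign, cut at about 35% in these data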;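 also: 0% = DMSO wells and 100% = thioflavine S control wells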
#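 Measured by: Cy5 fluorescence, 0 and 60 min reads / Assay system: NS3 helicase fragment of HCV / Control set: low DMSO, high thioflavine S at 110 µM / Times: 1 h reaction at 25 °C, ATP-initiated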
# GalR3 antagonist: GalR3 antagonists in HEK293 cells, primary screen, cell-based, fluorescence readout. Galanin receptor type 3 (Homo sapiens), O60755. HEK293 GalR3-CNG cAMP membrane potential fluorescence; galR3 body fused to GalR1 C-terminus. inhibition, % at 3 µM. 360,000 tested, 0.44% active;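 active = inhibition above the screen-wide average plus 3 SD, cut at about 13% in these data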;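 also: forskolin and galanin both at EC90 stimulate the cells; cAMP rise reported by CNG channel membrane potential dye signal; 0% = forskolin plus galanin with DMSO and 100% = forskolin alone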
# The depositor's hits bear a star; . = no result given.
1	COc1cccc(CN(C)C(=O)CC23CC4CC(CC(C4)C2)C3)c1OC
2	CC(C)NC(=O)c1ccc2c(=O)n(CC3CCCO3)c(=S)[nH]c2c1 (centres undefined)
3	O=C(CN1CCN(c2ccccn2)CC1)Nc1ccc2ccccc2c1
4	Cc1[nH]n(-c2ccccc2)c(=O)c1C=NC1CCCCCC1
5	CCOC(=O)C1(Cc2cccc(OC)c2)CCN(Cc2cccc3cnccc23)CC1
6	CCN1CCN(S(=O)(=O)c2cc(C)c(OC)cc2C)CC1
7	CN(Cc1cc2ccccc2[nH]c1=O)S(C)(=O)=O
8	Cc1ccc(-c2csc3nc(SCC(=O)N(C)C)n(Cc4ccccc4)c(=O)c23)cc1

compound no.	1	2	3	4	5	6	7	8
CRFR2-BP antag	-35	-13	-9	-40	-3	-9	-1	-10
p-CIP stab down	-2	10	3	3	-6	-13	1	6
IDE inh	-3	-5	5	7	1	1	0	5
VIM-2 inh	-1.8	0.3	-1.5	-3.6	2.5	-1.3	-2.6	-1.7
SUMO HTRF inh	-8	3	-3	16	2	-2	-10	-23
IMP-1 inhibitor	-0.7	-3.4	-3.5	-1.3	-0.4	-2.2	-1.9	-2.9
IDE cell activ	1	2	0	-5	4	6	2	4
HCV NS3 hel inh	1	5	-9	0	1	-1	3	-1
GalR3 antagonist	-7	6	2	-7	-5	-5	-3	-4

9	COC(=O)Nc1nnc(-c2ccccc2OC)s1
10	CCN(CC)CCNC(=S)Nc1ccc2nc(N3CCN(CC)CC3)cc(C)c2c1
11	COC(=O)/C=C/c1cc(F)ccc1S(=O)(=O)NC(C)(C)C
12	C[n+]1ccn(CC(=O)c2cccs2)c1
13	CCSc1nnc2ccc(-c3ccco3)nn12
14	N#CC12C(N)=NC3(OCCO3)C1(C#N)C1=C(CCC1)NC2c1ccccc1 (centres undefined)
15	CCOc1ccc(N(CC(=O)NCCc2ccccc2)C(=O)c2csnn2)cc1
16	O=C(CSc1nnc(-c2ccco2)o1)c1ccccc1Cl

compound no.	9	10	11	12	13	14	15	16
CRFR2-BP antag	-15	9	7	-1	-5	8	4	-4
p-CIP stab down	10	-5	.	6	-1	0	-12	-10
IDE inh	4	0	10	3	4	3	9	3
VIM-2 inh	-1.3	3.0	.	-1.7	0.6	-3.7	-5.9	-3.5
SUMO HTRF inh	18	11	.	6	26	6	-9	14
IMP-1 inhibitor	-2.1	-2.6	.	-1.8	-2.8	1.1	-4.9	-3.5
IDE cell activ	3	-1	-3	1	0	6	-2	5
HCV NS3 hel inh	-2	-3	.	-4	-4	7	-3	1
GalR3 antagonist	-3	-5	-2	-8	0	-2	0	-6

17	O=C(O)C1C2C=CC(O2)C1C(=O)NC1CCCc2ccccc21 (centres undefined)
18	COc1cccc(NC(=O)NC2CC(=O)N(c3ccc4c(c3)OCCO4)C2)c1 (centres undefined)
19	CC(C)C(OC(=O)c1cccs1)C(=O)NCCc1ccccc1 (centres undefined)
20	Cc1ccc(-c2noc(CN3CCN(C(c4ccccc4)c4ccccc4)CC3)n2)cc1
21	CC(=O)Nc1ccc(S(=O)(=O)NCC2CCC(C(=O)N3CCCCCC3)CC2)cc1 (centres undefined)
22	CC(C)c1ccc(-n2cccc2/C=C2/C(=N)N3C=CSC3=NC2=O)cc1
23	CCOCCCNC(=S)N1CCN(c2nc(-c3ccc(F)cc3)cs2)CC1
24	COc1ccc(S(=O)(=O)Nc2ccccc2-c2nnn(CC(=O)Nc3ccccc3OC)n2)cc1

compound no.	17	18	19	20	21	22	23	24
CRFR2-BP antag	11	4	7	1	5	8	18	0
p-CIP stab down	-5	.	7	-1	-5	-15	-9	-6
IDE inh	1	-2	3	1	0	3	11	6
VIM-2 inh	-1.9	.	-2.2	-0.6	-2.8	-0.1	-1.6	-0.5
SUMO HTRF inh	11	.	3	4	-17	2	-26	-5
IMP-1 inhibitor	-1.3	.	-3.4	1.2	-3.8	-3.4	-2.2	-1.1
IDE cell activ	7	1	-2	7	4	2	-12	1
HCV NS3 hel inh	5	.	-11	-1	3	23	-4	-12
GalR3 antagonist	-4	-1	-7	-1	-2	-3	37*	5

25	CCN1C(=O)[C@H]2[C@@H](c3ccc(-c4ccc(Cl)c(Cl)c4)c(OC)c3)N3CCCC[C@@]3(C(=O)OC)[C@H]2C1=O
26	O=S(=O)(Nc1cccc(S(=O)(=O)N2CCCC2)c1)c1ccc(Cl)s1
27	Cc1ccc(F)cc1NC(=O)CSc1n[nH]c(N)n1
28	Cc1cccc(C(=O)OCC(=O)Nc2c(C)n(C)n(-c3ccccc3)c2=O)c1O
29	N#Cc1ccc(C23CC4(C2)[C@H](CN(Cc2ccc(-c5ccccc5)cc2)[C@@H]4c2ccccc2)C3c2ccccc2)cc1 (some centres undefined)
30	CC(=O)c1cccc(OCC(O)CNCC2CCCCC2)c1 (centres undefined)
31	CC(/C=C/c1ccco1)=N/NC(=O)OC(C)(C)C
32	C=CCc1c(Cl)nc(C)nc1NCc1ccccc1

compound no.	25	26	27	28	29	30	31	32
CRFR2-BP antag	-4	11	4	17	-7	-34	25	1
p-CIP stab down	.	.	.	.	7	-11	-1	-4
IDE inh	7	1	3	1	-3	.	8	1
VIM-2 inh	.	.	.	.	.	-2.0	0.5	2.7
SUMO HTRF inh	.	.	.	.	-26	0	5	-9
IMP-1 inhibitor	.	.	.	.	.	-2.5	-0.5	1.8
IDE cell activ	-2	6	-2	4	4	0	0	2
HCV NS3 hel inh	.	.	.	.	.	-10	2	4
GalR3 antagonist	-5	-1	-4	-1	-4	-11	-3	-7

33	O=C(NCc1cccs1)C1CC(c2ccc(F)cc2)=NO1 (centres undefined)
34	Cc1ccc(CCNC(=O)CCS(=O)(=O)c2ccc3nc(C)sc3c2)cc1
35	CCN(CC)c1cccc(OC2=NS(=O)(=O)c3ccccc32)c1
36	COc1ccc(N2C(=O)CCC2(C(N)=O)c2ccccc2)cc1 (centres undefined)
37	Cc1cccc(-c2nc(CS(=O)CC(=O)N3CCCCC3)c(C)o2)c1 (centres undefined)
38	COc1ccc(CCNC(=O)c2ccc(NS(=O)(=O)c3ccc4[nH]c(=O)[nH]c4c3)cc2)cc1
39	CCOc1ccc2nc(NC(=O)c3cnccn3)sc2c1
40	O=C(NNC(=O)c1ccc2[nH]c(=O)c(=O)[nH]c2c1)c1cccc(Br)c1

compound no.	33	34	35	36	37	38	39	40
CRFR2-BP antag	-12	4	10	.	-22	-7	-8	-13
p-CIP stab down	-1	1	4	-6	6	.	-10	-2
IDE inh	2	-2	7	0	1	1	5	3
VIM-2 inh	-2.7	1.7	-0.2	-2.6	-2.2	.	-2.1	-0.4
SUMO HTRF inh	13	1	13	5	20	.	5	9
IMP-1 inhibitor	-1.8	0.5	1.1	-3.0	-3.2	.	-2.2	-3.0
IDE cell activ	3	2	2	8	6	3	-5	6
HCV NS3 hel inh	0	12	27	14	-1	.	-7	7
GalR3 antagonist	-5	6	-6	.	.	-4	-3	5

41	C/C(=N\NS(=O)(=O)c1ccc(Cl)cc1)c1ccc(O)cc1
42	CC1CCN(C(=O)COC(=O)c2cc(Cl)cc(Cl)c2N)CC1
43	Cc1ccc(OCCSCc2nnc(NC(=O)Nc3cccc(Cl)c3)s2)cc1
44	O/N=C1/CCc2cccc3cccc1c23
45	CC(C)Sc1ccc(C(=O)Nc2ccc(F)cc2F)cn1
46	COCC(C)NC(=O)c1oc2c(c1C)C1(CCC2)SCCS1 (centres undefined)
47	O=C1c2ccccc2S(=O)(=O)c2cc(C(=O)N3CCN(c4ncccn4)CC3)ccc21
48	COC(=O)c1cc(S(=O)(=O)C(C)C)c(S(C)=O)s1 (centres undefined)

compound no.	41	42	43	44	45	46	47	48
CRFR2-BP antag	6	-11	-20	-14	17	-26	34	7
p-CIP stab down	-11	-3	0	-24	-10	3	.	-14
IDE inh	-4	-2	8	3	-1	0	-5	-5
VIM-2 inh	-0.1	-1.1	-1.7	-0.8	-0.6	-3.5	.	-0.8
SUMO HTRF inh	-26	12	16	22	14	-4	.	23
IMP-1 inhibitor	-0.8	-3.5	-2.1	-2.7	-0.8	-1.3	.	-0.2
IDE cell activ	3	5	5	-1	3	-2	-2	1
HCV NS3 hel inh	-3	12	-2	-7	-2	15	.	-13
GalR3 antagonist	-3	-5	-2	-6	-9	0	-1	3

49	CCc1nc(SCC(=O)Nc2ccccc2OC)c2c(C)c(C)sc2n1
50	COc1ccc(OC)c(N(C(=O)c2snc(C(N)=O)c2N)C(C(=O)NCc2ccccc2)c2ccc(O)cc2)c1 (centres undefined)
51	O=C(c1ccc(F)cc1)N1CCCC(c2ccccc2)C1 (centres undefined)
52	Cc1sc(NC(=O)COc2cccc(-n3cnnn3)c2)c(C#N)c1C
53	COc1ccc(NC(=O)CCCN2C(=O)CCC2=O)cc1Cl
54	CSCCC(NC(=O)c1ccc(Cl)cc1Cl)C(=O)NCc1ccncc1 (centres undefined)
55	O=C(CN(C(=O)CCC(=O)Nc1nccs1)c1ccc2c(c1)OCO2)NCc1ccc(F)cc1

compound no.	49	50	51	52	53	54	55
CRFR2-BP antag	12	11	36	13	3	4	-2
p-CIP stab down	-14	-1	-7	-5	6	.	0
IDE inh	0	4	-3	9	4	14	4
VIM-2 inh	0.8	-3.4	-4.5	-4.7	-0.8	.	-2.0
SUMO HTRF inh	-12	-12	5	20	3	.	2
IMP-1 inhibitor	0.2	-2.8	-2.8	-3.2	0.6	.	-3.8
IDE cell activ	3	4	3	-1	0	0	2
HCV NS3 hel inh	-23	-10	4	9	-2	.	-3
GalR3 antagonist	0	-12	-4	-2	0	0	-7

# One compound at a time, from the list above. Order of values: CRFR2-BP antag | p-CIP stab down | IDE inh | VIM-2 inh | SUMO HTRF inh | IMP-1 inhibitor | IDE cell activ | HCV NS3 hel inh | GalR3 antagonist
# Record of CC1CCN(C(=O)COC(=O)c2cc(Cl)cc(Cl)c2N)CC1 = -11 | -3 | -2 | -1.1 | 12 | -3.5 | 5 | 12 | -5
# Record of CC(=O)c1cccc(OCC(O)CNCC2CCCCC2)c1 (centres undefined) = -34 | -11 | . | -2.0 | 0 | -2.5 | 0 | -10 | -11
# Record of O=S(=O)(Nc1cccc(S(=O)(=O)N2CCCC2)c1)c1ccc(Cl)s1 = 11 | . | 1 | . | . | . | 6 | . | -1
# Record of Cc1sc(NC(=O)COc2cccc(-n3cnnn3)c2)c(C#N)c1C = 13 | -5 | 9 | -4.7 | 20 | -3.2 | -1 | 9 | -2
